Source: PubChem
SR-BI HDL uptake – inhibitors of SR-BI mediated HDL lipid uptake, primary screen, ldlA[mSR-BI] cells, fluorescence, single point. Scavenger receptor class B member 1 (Mus musculus), Q61009. ldlA[mSR-BI] CHO cells, DiI-HDL uptake fluorescence, 3 h. inhibition, % at 12.5 µM. hit rate 0.96% among 320,000;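 active = mean replicate inhibition of at least 70% and a set share of replicates each scoring 70 or more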;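 also: 0% = median of neutral control wells and 100% = median of positive control wells; values of inactives mirror those of a sister screen read the other way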
Target sequence (Q61009 whole entry, looked up): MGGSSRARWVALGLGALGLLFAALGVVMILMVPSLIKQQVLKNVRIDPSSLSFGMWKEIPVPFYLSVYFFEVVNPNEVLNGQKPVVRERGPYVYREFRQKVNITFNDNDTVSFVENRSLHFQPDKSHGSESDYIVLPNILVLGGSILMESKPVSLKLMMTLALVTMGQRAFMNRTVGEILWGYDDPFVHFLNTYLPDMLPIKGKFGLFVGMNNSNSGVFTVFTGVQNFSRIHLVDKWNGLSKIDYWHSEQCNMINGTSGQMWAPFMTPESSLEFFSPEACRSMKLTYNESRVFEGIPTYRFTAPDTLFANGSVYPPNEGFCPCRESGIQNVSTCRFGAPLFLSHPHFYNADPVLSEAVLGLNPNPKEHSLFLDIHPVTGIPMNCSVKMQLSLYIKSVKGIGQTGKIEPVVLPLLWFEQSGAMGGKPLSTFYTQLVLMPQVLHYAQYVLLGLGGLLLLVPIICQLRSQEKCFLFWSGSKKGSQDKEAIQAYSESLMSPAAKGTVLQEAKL
CAL PDZ FP-1 – untagged CAL PDZ binding inhibitors, primary screen, biochemical, fluorescence polarization, HTS; Golgi-associated PDZ and coiled-coil motif-containing protein (Homo sapiens), Q9HD26; AID 602252, 2012; purified CAL PDZ, TMR-peptide fluorescence polarization, 1 h; hit rate 0.92% among 300,000; inhibition, % at 24.9 µM;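 active = mean inhibition of at least 30% with at least half of replicates also reaching 30%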;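 also: 0% = DMSO neutral control and 100% = excess unlabeled competitor peptide PRC23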
AddAB inh – growth inhibition of E. coli expressing H. pylori AddAB, primary screen, AddAB inhibitor project, absorbance; inhibition, % at 11.9 µM; hit rate 0.29% among 330,000; in the data active = inhibition above about 12%;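 also: 0% = vehicle wells of infected cells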
CAL PDZ FP-2 – CAL PDZ peptide-binding inhibitors, primary screen, biochemical, fluorescence polarization, Cer-tagged CAL PDZ, HTS. Golgi-associated PDZ and coiled-coil motif-containing protein (Homo sapiens), Q9HD26. purified CAL PDZ, TMR-peptide fluorescence polarization, 1 h. inhibition, % at 20 µM. hit rate 0.02% among 330,000. AID 504414, 2011;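 active = highest replicate inhibition of at least 40%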;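 also: plate controls were DMSO neutral control wells for no effect and unlabeled competitor peptide control wells for full effect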
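Test system: tagged CAL PDZ domain / Buffer or medium: sodium phosphate/NaCl buffer pH 7.4 with TCEP, IgG, Thesit / Reagent: TMR-labelled reporter peptide T*-PRC34 bound in PDZ groove / Compound dosing: single point, 20 µM / Schedule: 1 h incubation at room temperature before polarization reading / Technique: fluorescence polarization (mP) / Benchmarks: unlabelled peptide, DMSO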
SR-BI DiI-HDL act – activators of SR-BI mediated DiI-HDL uptake, primary screen, ldlA[mSR-BI] CHO cells, DiI fluorescence; 3 h; 100 = double the neutral-control signal; hit rate 0.096% among 320,000; activation, % at 12.5 µM;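 active = mean replicate activation of at least 60% and every replicate at or above 60%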;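 also: 0% = median plate neutral-control signal and 100% = twice that signal; values of inactives mirror those of a sister screen read the other way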
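Material: SR-BI-overexpressing, LDLR-lacking CHO cells; schedule: compound exposure 3 h, 37 °C; reagent: DiI-labelled HDL at 10 µg/mL final; technique: bottom-read fluorescence, 550/595 nm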
MITF TRPM1 HTS – activators of MITF-driven TRPM1 promoter reporter, primary screen, cell-based, SK-MEL-5, luciferase, single point. activation, % at 12.5 µM. SK-MEL-5 TRPM1-promoter luciferase, 24 h; % of positive control, neutral wells = 0. hit rate 0.75% among 300,000;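 active = mean activation of at least 80% with every replicate also reaching 80%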;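 also: 0% = neutral control wells and 100% = parthenolide positive control wells; values of inactives mirror those of a sister screen read the other way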
E coli growth – E. coli V3065 growth inhibition, primary screen, counter-screen for AddAB inhibitor project, absorbance, OD600; 18 h; inhibition, % at 11.9 µM; hit rate 0.27% among 330,000; AID 449728, 2010;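 active = inhibition above the campaign's mean inhibition across all tested compounds plus 3 SD, cut at about 9.9% in these data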;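 also: uninfected addAB+ strain grown without phage in ampicillin broth; 0% = DMSO wells and 100% = ciprofloxacin 0.95 µg/ml wells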
phage Ecoli inh – growth loss of phage-infected E. coli, primary screen, RecBCD inhibitor project, absorbance, with phage, HTS. inhibition, % at 11.9 µM. hit rate 0.26% among 360,000. AID 651602, 2012; in the data active = inhibition above about 11%
Tat export inh – E. coli Tat export inhibitors, primary screen, MC4100, TorA-mCherry reporter, fluorescence, single point | inhibition, % at 10 µM | hit rate 0.036% among 340,000 | AID 488895, 2010;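 active = mean replicate inhibition at least 50% and at least half of replicates individually reaching 50%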;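 also: exported cargo escapes ClpAP degradation while cytoplasmic cargo is degraded and loses fluorescence; 0% = median of neutral control wells and 100% = median of NaSCN control wells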
Wnt act – Wnt/beta-catenin pathway activators, primary screen, cell-based, plate reader, single point | Wnt/beta-catenin reporter cell assay, activator | activation, % at 9.35 µM | hit rate 1.2% among 300,000 | AID 743398, 2014; in the data active = activation above about 30%, passing the limit was not always enough;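 also: 0% = neutral control wells and 100% = positive control wells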
* = called active by the depositor; x = no result given. Rows are unselected. Share with any hit: about 3.6%.

SMILES | SR-BI HDL uptake | CAL PDZ FP-1 | AddAB inh | CAL PDZ FP-2 | SR-BI DiI-HDL act | MITF TRPM1 HTS | E coli growth | phage Ecoli inh | Tat export inh | Wnt act
c1ccc(C(c2nnnn2C2CCCC2)N2CCN(c3ccccc3)CC2)cc1 (centres undefined) | -3 | -3 | 1.2 | -2.6 | 3 | 12 | 1.2 | -0.5 | -9 | x
CCCCCCCCSc1n[nH]c(N)n1 | 0 | 2 | 0.7 | -3.9 | 0 | -3 | 1.2 | 4.8 | 2 | -2
COc1ccc2cc(CO)c3cc(OC)c(OC)cc3c2c1 | 51 | -4 | 3.2 | 1.8 | -51 | 15 | 0.1 | -1.1 | -5 | -2
COc1ccc(CNC(=O)CNC(=O)c2ccc(Br)o2)cc1OC | 2 | -1 | 1.6 | 1.0 | -2 | -1 | 1.8 | 1.6 | 1 | -2
O=C(COc1ccccc1)OCC(=O)c1c[nH]c2ccccc12 | -12 | x | 2.6 | -0.9 | 12 | -14 | 0.2 | 1.4 | -1 | 0
O=C(c1cccc(C(F)(F)F)c1)N1CCCC1 | -28 | -4 | 0.0 | -1.9 | 28 | -1 | -1.9 | 0.9 | 4 | -3
CNNC(=S)NCCC1=CCCCC1 | 12 | -3 | 4.1 | -1.1 | -12 | -8 | -1.3 | 4.7 | 0 | 1
CC(NC(=O)COC(=O)c1cccnc1Cl)C12CC3CC(CC(C3)C1)C2 (centres undefined) | -33 | x | -0.8 | -0.6 | 33 | 4 | 0.3 | 0.7 | -5 | -1
O=c1[nH]c(=O)n(CCCc2ccccc2)cc1-c1ccccc1 | -15 | -5 | x | -1.2 | 15 | 1 | x | 0.7 | 1 | 2
O=C(Nc1cn(-c2ccccc2)nc1-c1ccc(F)cc1)c1ccccc1 | 43 | 0 | 1.7 | -0.8 | -43 | 13 | 0.3 | 3.4 | 6 | 7
CCOC(=O)C(=NC(C)(C)C)NNc1cc(Cl)ccc1Cl | 18 | 0 | 1.6 | -2.0 | -18 | -9 | 1.3 | 1.6 | 15 | 18
Cc1ccccc1Cn1nc(C)c(NC(=O)c2noc3c2CCCC3)c1C | -20 | -6 | 1.6 | x | 20 | 2 | 2.1 | 4.2 | -1 | -3
COc1ccc(/C=N/NC2=NCCCCC2)cc1 | -10 | 1 | 0.1 | 0.5 | 10 | 3 | -1.2 | -2.5 | 1 | x
Nc1nc(SCC(=O)NNc2c(Cl)cc(Cl)cc2Cl)n[nH]1 | -42 | 1 | 2.9 | -0.7 | 42 | 7 | -1.0 | 4.8 | 1 | -1
CCCCN1C(=O)c2ccc(C(=O)Nc3cccc(C)c3C)cc2C1=O | 16 | 3 | 2.9 | -0.7 | -16 | 26 | -2.9 | 1.7 | -2 | 0
Cc1cccc(OC(C)C(=O)Nc2nccs2)c1 (centres undefined) | -5 | -6 | 0.2 | -2.6 | 5 | 21 | 2.4 | 2.2 | 4 | 1
Cc1ccc(C(=O)NCC(=O)OCC(=O)Nc2cc(C)c(C)cc2[N+](=O)[O-])cc1 | -60 | -22 | 3.4 | -2.3 | 60 | -4 | -0.4 | 4.3 | 6 | x
O=C(Nc1ccc(NS(=O)(=O)c2ccc([N+](=O)[O-])cc2)cc1)c1ccco1 | -34 | -1 | -0.2 | -0.4 | 34 | -10 | 0.2 | 2.9 | 1 | -2
CCN1CCN(C(=O)CSc2cc(=O)n(CC)c3ccccc23)CC1 | 1 | -1 | 2.0 | -1.1 | -1 | x | -0.6 | 1.0 | 4 | x
COc1ccc2oc(C(=O)OCC(=O)N3CCCC3=O)c(C)c2c1 | 4 | -2 | 2.8 | -1.7 | -4 | 17 | 0.2 | 2.8 | 1 | 1
CC(=O)NC12CC3CC(C1)CC(C(=O)N1CCN(S(=O)(=O)c4ccccc4[N+](=O)[O-])CC1)(C3)C2 | -11 | 5 | 1.8 | -0.2 | 11 | -6 | 0.5 | 5.3 | -4 | 1
Cc1cc(CN2C(=O)c3ccccc3C2=O)on1 | -3 | -3 | 0.5 | 0.6 | 3 | x | 1.6 | 2.0 | -1 | x
O=C(CS(=O)(=O)Cc1ccccc1)N1CCN(C(=O)c2ccco2)CC1 | -12 | -3 | 2.8 | -0.5 | 12 | x | 0.8 | 2.0 | 2 | x
O=C(Nc1nc(-c2ccccc2)cs1)c1cccc(S(=O)(=O)N2CCN(Cc3ccccc3)CC2)c1 | 27 | 5 | 5.0 | -0.8 | -27 | 7 | -2.3 | 4.5 | 0 | x
Cn1cc(C(=O)NS(=O)(=O)Nc2ccc(Br)cn2)c2ccccc21 | 8 | -3 | 1.7 | -0.8 | -8 | 23 | 0.9 | 1.8 | 3 | 16
Carrying on.
SMILES | SR-BI HDL uptake | CAL PDZ FP-1 | AddAB inh | CAL PDZ FP-2 | SR-BI DiI-HDL act | MITF TRPM1 HTS | E coli growth | phage Ecoli inh | Tat export inh | Wnt act
CCN(CC)c1c([N+](=O)[O-])c(=O)n(CC)c2ccccc12 | x | x | 3.8 | x | x | x | 2.6 | 2.7 | x | -2
COc1ccc2c(c1)[C@H]1[C@H](CO2)[C@H](c2ccccc2)[C@]2(C)C(=O)N(CC3CCCO3)CC(=O)N12 (some centres undefined) | -2 | -6 | 3.9 | -1.6 | 2 | 4 | -2.2 | 0.9 | -8 | 3
NCC(c1ccccc1Cl)c1c[nH]c2ccccc12 (centres undefined) | 7 | -10 | 6.4 | -2.3 | -7 | x | 2.7 | 4.2 | -9 | -1
Oc1ccc(-c2n[nH]c(=S)n2-c2ccc3c(c2)OCCO3)cc1 | 2 | 0 | 1.3 | -1.3 | -2 | 9 | -2.3 | 1.4 | 0 | 12
COC(=O)c1cc(Nc2cc(C)c3ccc(O)cc3n2)cc(C(=O)OC)c1 | x | 0 | -3.0 | -1.2 | x | -5 | -3.3 | 2.6 | 2 | -3
CCN(Cc1ccccc1)S(=O)(=O)c1cc(C(=O)NC(C)C2CC3CCC2C3)ccc1OC (centres undefined) | 45 | -2 | 4.0 | -1.0 | -45 | -10 | 0.9 | 4.3 | -3 | -1
COc1cc(OC)c(/C=C2\C(=O)Nc3ccccc32)c(OC)c1 | x | x | 2.1 | x | x | x | 0.7 | 2.2 | x | -4
C=C(C)Cn1c(N2CC(C)CC(C)C2)nc2c1c(=O)[nH]c(=O)n2C (centres undefined) | 2 | x | -2.8 | -0.3 | -2 | -7 | -2.1 | 3.1 | 0 | -5
CCC(=O)Nc1nnc(C)s1 | 2 | -2 | x | -2.4 | -2 | -3 | x | 1.4 | 7 | x
COCc1cc(C)nc(SCC(=O)Nc2ccc3c(c2)n(C)c(=O)n3C)c1C#N | -5 | -2 | 0.7 | -0.7 | 5 | 14 | -0.6 | 0.2 | 4 | 5
CCOCCn1c(CN2CCN(c3cccc(Cl)c3)CC2)nc2c1c(=O)n(C)c(=O)n2C | -4 | -3 | -3.8 | 0.3 | 4 | -5 | 1.4 | 1.4 | 9 | -1
CC(C(=O)O)n1cnc2sc3c(c2c1=O)CCCC3 (centres undefined) | -17 | -1 | -1.2 | 0.6 | 17 | -3 | -0.8 | 3.1 | 4 | 0
N#C/C(=C\c1ccccc1O)C(=O)Nc1cccnc1 | 15 | -2 | 0.6 | -2.7 | -15 | 94* | -0.5 | 2.4 | -4 | 36*
Cc1ccc(NC(=O)C2CCN(S(=O)(=O)c3ccc4c(c3)CC(C)N4C(=O)C3CCC3)CC2)nc1 (centres undefined) | 53 | 4 | 1.1 | -1.9 | -53 | -19 | -0.2 | -1.1 | 1 | -3
CCCN(CCC)C(=O)c1cc2c(=O)[nH]c3ccc(C)cc3c2s1 | 7 | -2 | 0.1 | -3.2 | -7 | 18 | -0.5 | 2.0 | -4 | -1
CCN(C(=O)CN1CCN(C)CC1)c1cccc2ccccc12 | -2 | -6 | -0.6 | 0.6 | 2 | -13 | -2.5 | -3.8 | 1 | x
COC(=O)/C(=C\Nc1ccc(Cl)c2ccccc12)c1ncc(C(F)(F)F)cc1Cl | -17 | -1 | 3.5 | 0.2 | 17 | -9 | -2.4 | x | 2 | x
Cc1ccccc1C1=NC(C(F)(F)F)(C(F)(F)F)c2c(n(C)c(=O)n(C)c2=O)N1 | -26 | -2 | 4.2 | 0.0 | 26 | -3 | 0.5 | 3.4 | 0 | -1
Cc1nc(NC(=O)c2cc3c(s2)CCCCC3)sc1C(=O)N(C)C | -7 | -3 | -0.2 | -1.3 | 7 | 28 | 1.1 | 0.2 | 7 | x
CCOC(=O)c1cc(-c2ccc(OC)cc2)nn1-c1ccccc1C(=O)O | -12 | 0 | 0.3 | 11 | 12 | -1 | 1.4 | 0.6 | 2 | 0
COc1ccc(N2C(=O)CC(Sc3nnc(-c4ccccc4F)n3C)C2=O)cc1 (centres undefined) | -8 | x | -1.3 | -1.0 | 8 | -2 | -1.9 | 3.3 | 0 | 1

Among those listed so far, six have a Cl atom.
SMILES | SR-BI HDL uptake | CAL PDZ FP-1 | AddAB inh | CAL PDZ FP-2 | SR-BI DiI-HDL act | MITF TRPM1 HTS | E coli growth | phage Ecoli inh | Tat export inh | Wnt act
CC(NC(=O)COC(=O)c1cccnc1Cl)C12CC3CC(CC(C3)C1)C2 (centres undefined) | -33 | x | -0.8 | -0.6 | 33 | 4 | 0.3 | 0.7 | -5 | -1
CCOC(=O)C(=NC(C)(C)C)NNc1cc(Cl)ccc1Cl | 18 | 0 | 1.6 | -2.0 | -18 | -9 | 1.3 | 1.6 | 15 | 18
Nc1nc(SCC(=O)NNc2c(Cl)cc(Cl)cc2Cl)n[nH]1 | -42 | 1 | 2.9 | -0.7 | 42 | 7 | -1.0 | 4.8 | 1 | -1
NCC(c1ccccc1Cl)c1c[nH]c2ccccc12 (centres undefined) | 7 | -10 | 6.4 | -2.3 | -7 | x | 2.7 | 4.2 | -9 | -1
CCOCCn1c(CN2CCN(c3cccc(Cl)c3)CC2)nc2c1c(=O)n(C)c(=O)n2C | -4 | -3 | -3.8 | 0.3 | 4 | -5 | 1.4 | 1.4 | 9 | -1
COC(=O)/C(=C\Nc1ccc(Cl)c2ccccc12)c1ncc(C(F)(F)F)cc1Cl | -17 | -1 | 3.5 | 0.2 | 17 | -9 | -2.4 | x | 2 | x
